TDP1 cell noCPT: qHTS for Inhibitors of human tyrosyl-DNA phosphodiesterase 1 (TDP1): qHTS in cells in absence of CPT | DT40 Tdp1-/- hTDP1 cells, no CPT, ATP luminescence, 48 h | Potency, µM (top dose mostly 46.2 µM), inactives show top-dose activity change, negative = growth inhibition, actives largely listed as inhibitors | actives 15% (n = 420,000); note: nearly all actives have a fitted effect of over 55% in size
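A cellular qHTS used chicken DT40 cells lacking endogenous Tdp1 but carrying stably transfected human TDP1. Compounds were applied without camptothecin, and cell growth kinetics were judged by ATP-dependent luminescence after ≥48 hr.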
GCN5L2 inh: qHTS Assay for Inhibitors of GCN5L2 | Histone acetyltransferase KAT2A (Homo sapiens), Q92830 | GCN5L2 HAT assay, ThioGlo1 CoA-SH fluorescence | Potency, µM (series often up to 58.9 µM), inactives show at the top dose activity change, negative = inhibition, most hits filed as inhibitors | actives 0.21% (n = 390,000)
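GCN5L2 (20nM final) in 50mM HEPES, 0.1mM EDTA pH 7.5, 0.01% Tween-20 was preincubated 15 min at room temperature with compound, then given ThioGlo1 (50uM), H3(1-25) peptide (75uM) and acetyl-CoA (70uM); CoA-thiol fluorescence (Ex340/Em540) was read at 0 and 20 min.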
TDP1 inh: qHTS Assay for Inhibitors of Tyrosyl-DNA Phosphodiesterase (TDP1) | Tyrosyl-DNA phosphodiesterase 1 (Homo sapiens), Q9NUW8 | recombinant TDP1, AlphaScreen DNA substrate cleavage | Potency, µM (titrated, usually from 130 µM), for inactives: top-dose activity change, negative = inhibition, most hits filed as inhibitors | actives 0.28% (n = 350,000); note: nearly all actives have a fitted effect of over 40% in size
Target sequence (Q9NUW8 whole entry, looked up): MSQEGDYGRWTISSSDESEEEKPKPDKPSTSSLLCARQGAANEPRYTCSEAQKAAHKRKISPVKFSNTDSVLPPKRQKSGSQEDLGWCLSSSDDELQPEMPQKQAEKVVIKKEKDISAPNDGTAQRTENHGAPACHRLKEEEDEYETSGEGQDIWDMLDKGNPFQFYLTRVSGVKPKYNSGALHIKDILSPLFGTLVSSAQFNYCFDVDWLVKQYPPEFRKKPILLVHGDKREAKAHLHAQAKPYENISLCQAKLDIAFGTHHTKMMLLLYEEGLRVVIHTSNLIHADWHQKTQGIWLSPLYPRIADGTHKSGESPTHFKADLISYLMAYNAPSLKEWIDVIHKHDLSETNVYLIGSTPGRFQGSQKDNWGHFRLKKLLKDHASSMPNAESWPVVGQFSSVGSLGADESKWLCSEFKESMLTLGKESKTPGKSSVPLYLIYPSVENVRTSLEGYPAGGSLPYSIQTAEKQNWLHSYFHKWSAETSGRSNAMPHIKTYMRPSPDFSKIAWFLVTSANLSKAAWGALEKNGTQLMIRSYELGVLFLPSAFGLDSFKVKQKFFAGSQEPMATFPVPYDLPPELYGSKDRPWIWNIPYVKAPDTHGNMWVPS
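Signal: AlphaScreen proximity between streptavidin donor and anti-FITC acceptor beads on intact substrate. Reaction: Tdp1 1 nM, substrate 15 nM final, 5 min RT after 15 min compound preincubation.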
An asterisk follows results filed as active; & = joins results of further samples; [ ] = another dose, or the depositor's remark. Calls come from the whole dose curve; as a rule, active = well fitted curve in the direction sought with a large enough effect; inconclusive = small, poorly fitted or top-dose-only effect, or another doubt; inactive = no such curve, though single readings can be large; an effect the other way counts as inactive or inconclusive. % is set by controls: 0 for no effect and ±100 for the full control effect; potency is the fitted concentration of half-maximal effect. Only part of the results is shown (hit frequency here may not be typical).

CSCC[C@H](NC(=O)CNC(=O)CNC(=O)[C@H](CO)NC(=O)[C@H](CCCNC(=N)N)NC(=O)[C@H](CO)NC(=O)[C@H](CC(C)C)NC(=O)[C@H](CC(C)C)NC(=O)CNC(=O)[C@H](C)NC(=O)[C@H](CC(C)C)NC(=O)[C@H](CCCNC(=N)N)NC(=O)[C@H](Cc1cnc[nH]1)NC(=O)[C@@H](NC(=O)[C@@H](N)C(C)C)[C@@H](C)O)C(=O)N[C@H](C(=O)N[C@@H](CCCCN)C(=O)N[C@@H](CO)C(=O)N[C@@H](CC(N)=O)C(=O)N[C@@H](Cc1ccccc1)C(=O)N[C@H](C(=O)N1CCC[C@H]1C(=O)N[C@H](C(=O)N[C@@H](CC(N)=O)C(=O)N[C@H](C(=O)NCC(=O)N[C@@H](CO)C(=O)N[C@@H](CCCCN)C(=O)N[C@@H](C)C(=O)N[C@@H](Cc1ccccc1)C(N)=O)C(C)C)[C@@H](C)O)C(C)C)C(C)C was read as GCN5L2 inh -11% and TDP1 inh 11%.
For O=C(O)/C=C\C(=O)Nc1ccccc1C(=O)NC1CCCCC1 the results were TDP1 cell noCPT -4%, GCN5L2 inh 9% and TDP1 inh 12%.
Screening COc1ccccc1C(=O)NCCSCc1c(F)cccc1Cl returned TDP1 cell noCPT inconclusive and GCN5L2 inh -1%.
Screening Cc1ccc(C(=O)Nc2nc(-c3ccccn3)cs2)o1 returned TDP1 cell noCPT 3.7µM*, GCN5L2 inh -6% and TDP1 inh 12%.
For O=C(NC1CCCC1)C1CCN(c2nccs2)CC1 the results were TDP1 cell noCPT -2%, GCN5L2 inh -5% and TDP1 inh 4%[56.1 µM].
CCn1c(CN2CCC(C)CC2)nc2cc(NC(=O)c3ccccc3[N+](=O)[O-])ccc21 was read as TDP1 cell noCPT inconclusive, GCN5L2 inh -10% and TDP1 inh 2%.
O=C(c1ccccc1)C1CCN(C(=O)c2ccc(Cl)cc2)CC1 was read as TDP1 cell noCPT -28% and GCN5L2 inh 7%.
COc1ccc(CCN(C)c2ncnc3sccc23)cc1OC was read as TDP1 cell noCPT -61%, GCN5L2 inh -4% and TDP1 inh 2%.
Screening COc1cc2[nH]c(=S)nc(NCc3ccc(Cl)cc3)c2cc1OC returned TDP1 cell noCPT inconclusive and GCN5L2 inh -3%.
Screening COc1ccccc1C(=O)Nc1cccc(C(=O)N2CCOCC2)c1 returned TDP1 cell noCPT 3%, GCN5L2 inh -1% and TDP1 inh 3%.
`O=C(c1ccc(F)cc1)[C@@H]1[C@@H](C(=O)c2ccccc2)[C@@]2(C(=O)Nc3ccccc32)[C@H]2c3ccccc3C=CN12` gave GCN5L2 inh 0% and TDP1 inh 9%.
COc1ccc(OC)c(-c2nc(C(N)=O)c3[nH]c(=O)n(-c4ccc(F)cc4)c3n2)c1 was read as TDP1 cell noCPT -7%, GCN5L2 inh 0% and TDP1 inh 1%.
Screening COc1ccc(NC(=O)CSc2nnc(-c3ccccc3)n2Cc2ccco2)c(OC)c1 returned TDP1 cell noCPT inconclusive, GCN5L2 inh -5% and TDP1 inh 12%.
`c1ccc2c(c1)CCN(CCCNc1nc3ccccc3n3cnnc13)C2` gave TDP1 cell noCPT -20%, GCN5L2 inh 0% and TDP1 inh 4%.
Screening CC(OC(=O)c1ccc2c(c1)S(=O)(=O)c1ccccc1C2=O)C(N)=O (stereo unspecified) returned TDP1 cell noCPT -11%, GCN5L2 inh -1% and TDP1 inh 3%.
Screening CCCNC(=O)/C(C#N)=C1\N=C(NC(=O)c2ccco2)c2ccccc21 returned TDP1 cell noCPT inconclusive, GCN5L2 inh 1% and TDP1 inh 2%.
Cc1ccccc1NC(=O)Cc1nc(COC(=O)CSc2ccccc2)cs1 was read as TDP1 cell noCPT -3%, GCN5L2 inh -6% and TDP1 inh -3%.
For COc1ccc(Nc2cc(C(=O)NC3CCCC3)c3ccccc3n2)cc1 the results were TDP1 cell noCPT inconclusive, GCN5L2 inh -5% and TDP1 inh 7%.
For Cn1c(C(=O)NCc2cccnc2)cc2sc(Cl)cc21 the results were TDP1 cell noCPT inconclusive, GCN5L2 inh -3% and TDP1 inh 7%.
Screening Cc1cc(C)c(Cn2c(=O)n(CCCCCC(=O)NCc3ccc4c(c3)OCO4)c(=O)c3sccc32)c(C)c1 returned TDP1 cell noCPT inconclusive, GCN5L2 inh -3% and TDP1 inh 0%.
`Cc1ccc(/C=C2\SC(=S)N(C(Cc3ccccc3)C(=O)O)C2=O)cc1` (stereo unspecified) gave TDP1 cell noCPT -5%, GCN5L2 inh 12% and TDP1 inh 6%.
CC(=O)c1ccc(N2CCN(CC(O)COC(c3ccccc3)c3ccccc3)CC2)cc1 (stereo unspecified) was read as TDP1 cell noCPT inconclusive, GCN5L2 inh -11% and TDP1 inh 2%.
Cc1ccc(C(=O)NC(Cc2ccc(C(C)(C)C)cc2)C(=O)O)cc1 (stereo unspecified) was read as TDP1 cell noCPT -2%, GCN5L2 inh -1% and TDP1 inh 0%[56.1 µM].
Screening OCC1(CCOc2ccccc2)CCN(Cc2ccc3cccc(F)c3n2)CC1 returned TDP1 cell noCPT inconclusive, GCN5L2 inh -4% and TDP1 inh 3%.
Screening Cc1ccc(Cl)cc1NC(=O)CSc1nc(C)c(C)c(C)c1C#N returned GCN5L2 inh -3% and TDP1 inh -2%.
For CCCCN(C(=O)c1cc(=O)[nH]c2ccccc12)c1c(N)n(CCCC)c(=O)[nH]c1=O the results were TDP1 cell noCPT 2%, GCN5L2 inh 0% and TDP1 inh -4%.
Screening CCCn1nnnc1NCc1ccc(OC)cc1 returned TDP1 cell noCPT 3% and GCN5L2 inh -1%.
Screening O=C(c1cccc(F)c1)N1CCN(C2CCCCC2)CC1 returned TDP1 cell noCPT -6%, GCN5L2 inh -9% and TDP1 inh -7%.
For C=CCn1c(SCC(=O)N2CCOCC2)nc2sc(C)c(C)c2c1=O the results were TDP1 cell noCPT -29%, GCN5L2 inh 1% and TDP1 inh -7%.
Screening Cc1nnc(SCC(=O)NC(=O)NCc2ccco2)n1Cc1ccccc1 returned TDP1 cell noCPT -1%, GCN5L2 inh -14% and TDP1 inh 50µM*.
Cc1nc(N)nc(Nc2ccc(Cl)cc2)c1Br was read as TDP1 cell noCPT -29%, GCN5L2 inh 1% and TDP1 inh -6%.
COc1cc2c(cc1OC)C(=O)N(C)CC2 was read as TDP1 cell noCPT -27%&-1%, GCN5L2 inh 1% and TDP1 inh 12%&4%.
For O=C(Nc1c2c(nn1-c1ccc(Cl)cc1)CS(=O)(=O)C2)c1ccccc1 the results were TDP1 cell noCPT -2%, GCN5L2 inh -3% and TDP1 inh 2%.
`CCc1ccccc1Nc1ncnc2c1cnn2-c1ccc(Cl)cc1` gave TDP1 cell noCPT inconclusive, GCN5L2 inh 0% and TDP1 inh 5%.
For O=C(CCNc1cccc(F)c1)c1cc2ccccc2o1 the results were TDP1 cell noCPT 15µM*, GCN5L2 inh -27% and TDP1 inh 6%.
`CCC(=O)N1CCC2(CC1)Oc1ccc(F)cc1C(=O)C21CC(c2cccnc2)=NO1` (stereo unspecified) gave TDP1 cell noCPT -18%, GCN5L2 inh 25% and TDP1 inh 2%.
CCC(C)NC(=O)c1cnn2c1NC(c1ccc3c(c1)OCO3)CC2C(F)(F)F (stereo unspecified) was read as TDP1 cell noCPT -4%, GCN5L2 inh -2% and TDP1 inh -4%.
For CC(=O)Nc1ccc(C(=O)NCC(=O)OCc2ccccc2F)cc1 the results were TDP1 cell noCPT -1%, GCN5L2 inh -3% and TDP1 inh 1%.
For Cc1ccc(OCC(=O)NCCCNC(=O)c2ccco2)cc1 the results were TDP1 cell noCPT -8%, GCN5L2 inh -4% and TDP1 inh 9%.
`Cc1noc(C)c1S(=O)(=O)Nc1ccc2c(c1)C(=O)N([C@H](C)CO)C[C@H](C)[C@@H](CN(C)C(=O)Nc1ccc(C(F)(F)F)cc1)O2` gave TDP1 cell noCPT -12%, GCN5L2 inh -4% and TDP1 inh 1%.

4 structures out of the list, ordered by molar mass, smallest number first:
For Cc1ccc(OCC(=O)NCCCNC(=O)c2ccco2)cc1 the results were TDP1 cell noCPT -8%, GCN5L2 inh -4% and TDP1 inh 9%.
`CCc1ccccc1Nc1ncnc2c1cnn2-c1ccc(Cl)cc1` gave TDP1 cell noCPT inconclusive, GCN5L2 inh 0% and TDP1 inh 5%.
`Cc1ccc(/C=C2\SC(=S)N(C(Cc3ccccc3)C(=O)O)C2=O)cc1` (stereo unspecified) gave TDP1 cell noCPT -5%, GCN5L2 inh 12% and TDP1 inh 6%.
For O=C(Nc1c2c(nn1-c1ccc(Cl)cc1)CS(=O)(=O)C2)c1ccccc1 the results were TDP1 cell noCPT -2%, GCN5L2 inh -3% and TDP1 inh 2%.

Other compounds follow:
Screening Nc1ccc(SC(F)(F)F)cc1C(=O)c1ccccc1 returned TDP1 cell noCPT inconclusive, GCN5L2 inh -10% and TDP1 inh 3%.
COc1cc(C2C(C#N)=C(N)N(N(C)C)C3=C2C(=O)CCC3)cc(OC)c1OC (stereo unspecified) was read as TDP1 cell noCPT 24% and GCN5L2 inh 23%.
O=c1cc(CSc2nnc(COc3ccccc3)o2)c2ccccc2[nH]1 was read as TDP1 cell noCPT -17%, GCN5L2 inh 2% and TDP1 inh 14%.
CCC(Oc1ccccc1)C(=O)N1CC(C)CC(C)C1 (stereo unspecified) was read as TDP1 cell noCPT -5%, GCN5L2 inh -5% and TDP1 inh 5%.
Screening Cc1ccc(NC(=O)COC(=O)c2c(C)nn(-c3ccccc3)c2C)cc1 returned TDP1 cell noCPT -17%, GCN5L2 inh 0% and TDP1 inh -2%.
O=C(CCC(=O)OCC(=O)c1cccc([N+](=O)[O-])c1)NC1CCCCC1 was read as TDP1 cell noCPT -5%, GCN5L2 inh -3% and TDP1 inh 3%.
`CC(=O)Oc1ccccc1-c1nc(/C=C/c2ccccc2)no1` gave TDP1 cell noCPT 3%, GCN5L2 inh -1% and TDP1 inh -16%.
For CC(=O)c1ccc2noc(-c3ccc(F)cc3)c2c1 the results were TDP1 cell noCPT inconclusive, GCN5L2 inh 2% and TDP1 inh 0%.
CCNC(=S)N(CCN(C)C)Cc1cc2cc3c(cc2[nH]c1=O)OCO3 was read as TDP1 cell noCPT 9% and GCN5L2 inh inconclusive.
Screening O=C1CCC(C(=O)N2CCSCC2)CN1CCc1cccc(F)c1 (stereo unspecified) returned TDP1 cell noCPT -18%, GCN5L2 inh inconclusive and TDP1 inh 4%.
For Cc1nn2c(-c3cccc(NC(=O)CSc4nc5ccccc5o4)c3)nnc2c2ccccc12 the results were TDP1 cell noCPT 7.3µM*, GCN5L2 inh -5% and TDP1 inh -2%.
`O=c1c2c3c(sc2nc2n1N=C(c1cccs1)CS2)CCCC3` gave TDP1 cell noCPT inconclusive, GCN5L2 inh -6% and TDP1 inh 6%.
Screening Cc1cccc(C(=O)c2c(N)sc3c2CCC(C)C3)c1 (stereo unspecified) returned TDP1 cell noCPT inconclusive, GCN5L2 inh -6% and TDP1 inh 0%.
COCCOC(=O)c1c(C)oc2ccc(OC(=O)c3ccc4c(c3)OCO4)cc12 was read as TDP1 cell noCPT -36%, GCN5L2 inh 0% and TDP1 inh -11%.
CCOc1ccc(NC(=O)CN(C)C(=O)Cn2cnc3c2c(=O)n(C)c(=O)n3C)cc1OCC was read as TDP1 cell noCPT -27%, GCN5L2 inh -7% and TDP1 inh 5%.
For CCOc1ccc(NS(=O)(=O)c2ccc(C(=O)N(C)C)s2)cc1 the results were TDP1 cell noCPT inconclusive, GCN5L2 inh 5% and TDP1 inh 6%.
For N[C@@H]1CONC1=O the results were TDP1 cell noCPT -8%, GCN5L2 inh -1% and TDP1 inh 3%[56.1 µM].
Screening CCOC(=O)c1nnn2c3ccccc3c(=O)n(C)c12 returned TDP1 cell noCPT 2%, GCN5L2 inh 2% and TDP1 inh -1%.
Screening CN(Cc1nc2ccccc2n1C)C(=O)c1cccs1 returned TDP1 cell noCPT -5%, GCN5L2 inh -18% and TDP1 inh 0%.
O=C(CCCn1ncn2c(cc3occc32)c1=O)N1CCc2ccccc2C1 was read as TDP1 cell noCPT -13%, GCN5L2 inh -3% and TDP1 inh -2%[56.1 µM].
Screening COc1ccc(N=N/C(=C\O)C(=O)c2cccs2)cc1 returned TDP1 cell noCPT inconclusive, GCN5L2 inh 6% and TDP1 inh 9%.
`Fc1ccc(/C=N\Nc2cccc(F)c2)cc1` gave TDP1 cell noCPT -8% and GCN5L2 inh -14%.
Screening COc1ccccc1C(=O)N1CCN(C(=O)COc2cccc(C)c2)CC1 returned TDP1 cell noCPT 2%, GCN5L2 inh 0% and TDP1 inh 2%.

High-throughput results: PubChem, National Center for Advancing Translational Sciences (NCATS)
